Screening data (PubChem)
LGR2 inh: Drosophila LGR2 receptor signaling inhibition | inhibition, % at 9.99 µM | HEK293 LGR2, CRE-luciferase, bursicon-stimulated, 4 h | 0.35% of 380,000 active;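 active = drop in luminescence signal, shown as inhibition above about 50% in the replicate tests, limit read from the data, passing the limit was not always enough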;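 note: agonist challenge used bursicon conditioned medium at about half maximal strength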
PAX8 inh HTS: PAX8 transcriptional activity inhibition | RMG-I TPO-luciferase reporter, SteadyGlo, 24 h | inhibition, % at 12.6 µM | 1.2% of 360,000 active | AID 652154;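 active = mean replicate inhibition at least 60% with every replicate also reaching 60%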;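 note: luciferase light reporting Pax8 driven TPO promoter activity; plate controls were median of neutral control wells for no effect and mitoxantrone controls for full effect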
CASP6 VEID inh: blocks human caspase-6 cleavage activity; P55212; 0.53% of 350,000 active; purified caspase-6, Z-VEID-R110 cleavage fluorescence; AID 686996; inhibition, % at 12.5 µM;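 active = mean inhibition across replicates at least about 35%, with every replicate also reaching that limit, limit read from the data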;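 note: 0% = median of neutral control wells and 100% = no fluorescence left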
Target sequence (P55212 24-179 limits assumed): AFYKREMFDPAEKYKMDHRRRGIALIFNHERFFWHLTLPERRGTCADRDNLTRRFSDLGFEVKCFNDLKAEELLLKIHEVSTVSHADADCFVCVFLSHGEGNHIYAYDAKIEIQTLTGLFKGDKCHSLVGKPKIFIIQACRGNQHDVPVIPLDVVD
Target sequence (P55212 194-293 limits assumed): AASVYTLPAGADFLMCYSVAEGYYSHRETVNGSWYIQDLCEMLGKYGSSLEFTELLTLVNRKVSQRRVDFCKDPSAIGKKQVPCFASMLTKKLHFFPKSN
EWS-Fli inh: inhibitors of EWS/Fli oncoprotein transcriptional activity; A673 NR0B1-luciferase reporter, viability-normalised; inhibition, % at 12.6 µM; 0.67% of 350,000 active; AID 651661;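 active = mean inhibition of at least 50% after viability correction, with every replicate also passing that limit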;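 note: firefly luciferase signal divided by Alamar Blue viability fluorescence both relative to DMSO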
PGC1a acetyl inh: lowers PGC1a acetylation signal in U2OS cells | inhibition, % at 15.6 µM | AlphaScreen anti-acetyl-lysine; with virally co-expressed GCN5 acetyltransferase | AID 651687 | 0.17% of 350,000 active;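 active = every replicate shows inhibition of at least 40%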;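 note: 0% = neutral control wells and 100% = positive control wells; some results beyond the cut were filed as inactive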
miR122 inh: blocks miR-122 activity in Huh7 sensor cells. activation (reporter increase), % at 12.5 µM. Huh7 miR-122 Renilla luciferase sensor, 48 h; neutral wells = 0, positive control = 100. AID 602342. 0.3% of 340,000 active;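 active = mean replicate activation score at least 90 and every replicate individually at or above 90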;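 note: higher luciferase means less miR-122 activity so hits act as miR-122 inhibitors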
FN deposit inh: fibronectin deposition inhibition. AH1F fibroblasts, Alexa488-fibronectin deposition fluorescence, overnight. inhibition, % at 12.6 µM. 0.086% of 350,000 active. AID 743247;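 active = mean inhibition across replicates of 30% or more, regardless of how many single replicates reach that level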;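 note: positive control wells lacked labelled fibronectin entirely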
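Assay system: AH1F fibroblasts assembling fluorescent fibronectin matrix; Amount: 10000 AH1F cells per well; Buffer or medium: DMEM, 2% serum; Probe or stimulus: Alexa488-fibronectin, 24 nM final in well; Doses: single compound dose, delivered by pin transfer; Incubation: 1 h adhesion, overnight exposure; Measured by: fluorescence 485/525 nm; Read-out: fibronectin deposition inhibition.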
Cneo AK release: Cryptococcus neoformans lysis via adenylate kinase release; C. neoformans lysis, adenylate kinase release luminescence, 4 h; normalised: neutral wells 0, clomiphene wells 100; lysis activity, % at 15 µM; 0.2% of 360,000 active; AID 651654;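 active = mean lysis activity across replicates of at least 80%, whatever share of replicates individually reach that level; inactive = mean lysis activity below 80%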
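Signal: Adenylate kinase release luminescence | Assay system: Log-phase Cryptococcus neoformans yeast cells | Input: Cells at 5 × 10^6 per mL | Buffer or medium: Fresh YPD growth medium | Compound: Single dose | Schedule: Static 4 h at 37 °C with compound, 1 h detection | Controls: Clomiphene | Read-out: Luminescence rise reflecting yeast cell lysis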
Starred values were filed as active, the others as inactive; · = not tested or not shown; & = joins results of further samples; [ ] = another dose, or the depositor's remark. Compounds were not picked by outcome; about 2.5% have a hit in one of these screens.

SMILES	LGR2 inh	PAX8 inh HTS	CASP6 VEID inh	EWS-Fli inh	PGC1a acetyl inh	miR122 inh	FN deposit inh	Cneo AK release
C[C@@H]1CN([C@@H](C)CO)C(=O)c2cccc(NC(=O)Nc3ccc(C(F)(F)F)cc3)c2O[C@H]1CN(C)S(C)(=O)=O	15	25	5	2	-3	-7[16.7 µM]	-18	-4
COc1cc([C@H](Cc2ccccc2)NC(C)=O)oc(=O)c1	·	·	8	10	4	-2	·	1
C[C@H](NC(=O)C[C@H]1C[C@@H]2c3cc(NC(=O)Cc4ccncc4)ccc3O[C@@H]2[C@@H](CO)O1)c1ccccc1	-16	-3	-1	17	-2	-7[16.7 µM]	·	-2
C#CCNC(=O)C1=C[C@@H](c2ccc(C(F)(F)F)cc2)[C@H](CCCO)[C@@H](OCC)O1	7	-2	-2	-16	·	·	6	17
COCCN(C(=O)CCC(=O)Nc1ccccn1)C(C(=O)NCCC(C)C)c1ccc(C)cc1 (configuration not stated)	-12	5	3	9	·	·	0	2
C[C@@H]1CN([C@@H](C)CO)C(=O)c2cccc(NC(=O)Nc3ccc4c(c3)OCO4)c2O[C@@H]1CN(C)S(=O)(=O)c1ccc(F)cc1	-6	-24	2	-18	6	2[16.7 µM]	·	-7
COc1ccc(-c2coc3c(C(=O)NCc4cccs4)cccc23)c(C)c1	8	·	-2	11	-32	9	-3	-4
C[C@@H]1CCCCO[C@H](CN(C)CC2CC2)[C@H](C)CN([C@@H](C)CO)C(=O)c2cc(NS(=O)(=O)c3ccc(Cl)cc3)ccc2O1	10	7	-3	3	-11	4[16.7 µM]	·	-1
O=S(=O)(NCc1cccnc1)c1ccc(Cl)c2ccccc12	-6	-7	1	-2	9	175*	2	1
COc1ccc(CCNC(=O)CS(=O)Cc2nc(-c3cccs3)oc2C)cc1OC (configuration not stated)	8	-9	5	·	-15	-15	0	·
CCC(=O)Nc1ccc2c(c1)OC[C@@H](C)N(S(=O)(=O)c1cn(C)cn1)C[C@@H](C)[C@H](OC)CN(C)C2=O	-2	-1	3	2	-7	·	6	-4
O=C(C1CCOCC1)N1CC(=O)N2[C@@H](CO)[C@H](c3ccc(C#CC4CC4)cc3)[C@@H]2C1	0	7	3	2	6	·	-7	·
CCn1cnnc1SCC(=O)Nc1ccccc1C(=O)NC1CC1	24	·	1	5	12	-6	4	-5
CCOc1ccc(NC(=O)c2ccc(NC(=S)NC3CC3)cc2)cc1	-2	-32	1	-17	6	-3	-25	-2
COC(=O)c1ccc(N2CCS(=O)(=O)CC2)cc1	-1	7	-1	-6	-3	-2	-6	5
COc1ccc(C2=NCCn3nc4cc(C(F)(F)F)ccc4c32)cc1	-43	14	0	0	3	6	-11	-9
O=C(C[C@@H]1CC[C@H](NC(=O)C2CCOCC2)[C@@H](CO)O1)NCC1CC1	-11	2	20	·	-7	·	·	·
Cc1ccc(S(=O)(=O)N(C)C[C@@H]2OCc3cnnn3CCCC(=O)N([C@H](C)CO)C[C@H]2C)cc1	18&13	-42&47	0&1&0	-7&0&1	9&11&10	-3	2&5	5&44&-2
Cc1cccc(C(=O)NCC(c2cccs2)N2CCOCC2)c1 (configuration not stated)	4	-13	-6	-1	5	-5	14	1
C#CCOC(=O)C[N+](C)(C)CC=C	0	23	-56	-2	10	-5	5	-3
Cc1ccc(S(=O)(=O)Nc2nnc(CC(C)(C)C)s2)cc1	-8	1	1	12	·	7	-3	0
CCCc1[nH]nc2c1C(c1c(C)nn(-c3ccccc3)c1Cl)C(C#N)=C(N)O2 (configuration not stated)	·	11	·	·	10	-1	-6	1
Cc1cccc(C(=O)OCC(=O)N2CC(C)OC(C)C2)c1C (configuration not stated)	2	-93	0	4	·	·	-7	-3
O=C(COc1ccc(Cl)cc1Cl)N/N=C/c1ccccn1	5	10	-1	10	·	·	-2	1
COc1ccc2oc(=O)c(C(=O)Nc3cccc(C)c3)cc2c1	-50	-77	0	-190	-4	-5	-6	·
Cc1ccc(S(=O)(=O)NNC(=O)c2sc(=S)n(C)c2C)cc1	·	35	-2	-10	2	1	-2	-3
Cc1ccccc1N1CCN(Cc2nc(Cc3ccccc3F)no2)CC1	16	15	3	-5	5	-1	-23	0
COc1cc(-c2cc(NC(C)=O)c3ncc(-c4ccc(F)cc4)n3c2)cc(OC)c1OC	23	3	-2	4	-15	·	5	3
COc1ccc(NC(=O)/C(=C\c2ccc(F)cc2)NC(=O)c2ccco2)cc1	16	-6	0	-4	-21	18	5	-1
Cc1ccc(S(=O)(=O)N2C[C@H]3[C@H]4C(=O)N(c5ccccc5)C(=O)[C@H]4CC(=O)[C@H]3[C@@H]2c2cccc3ccccc23)cc1	9	-19	-3	2	-11	-4	0	1
CC(Cc1ccccc1)NC(=O)CCCN1C(=O)c2ccccc2C1=O (configuration not stated)	5	20	1	-1	·	·	1	1
O=C(Nc1ccc2c(c1)C(=O)NC2=O)c1cccc(Cl)c1	11	2	-1	-8	1	-7	-10	0
CSc1ccc(-c2cc3c(c4c2ccn4C)C2CCC3C2)cc1 (configuration not stated)	8	-2	-3	-1	-9	2	0	0
O=C(Nc1ccc(Cl)c(Cl)c1)N(CCCN1CCOCC1)Cc1cccs1	·	10	9	6	-15	5	2	1
COCCC(=O)N1CCC(Oc2ccc(C(=O)NC3CCOC(C)(C)C3)cc2)CC1 (configuration not stated)	-3	-5	-3	·	-1	3	4	-1
Cn1nnnc1SCC(=O)NNC(=O)c1ccc(Br)cc1	-10	9	2	-6	3	·	-1	·
Cc1[nH]c2ccccc2c1C(=O)C(=O)N1CCN(c2ccccc2)CC1	7	·	3	·	9	0	2	1
NC(=O)CSc1ccc(S(=O)(=O)N2CCOCC2)cn1	-3	1	4	-7	5	-4	-1	2
CCCCCC(=O)Nc1c2c(nc3ccccc13)CCC2	-1	-6	-1	7	0	8	3	-4
COc1ccc(-c2noc(CNS(=O)(=O)c3ccc(NC(C)=O)cc3)n2)cc1OC	8	-6	-2	-4	15	-4	-1	0
COc1ccc(NC(=O)Nc2ccc3c(c2)C(=O)N([C@H](C)CO)C[C@@H](C)[C@@H](CN(C)Cc2ccncc2)O3)cc1	7	-16	3	-1	3	9[16.7 µM]	·	-1
CN(C)C(=O)c1ccc(-c2ccc([C@@H]3[C@@H](CO)N4CCCCN(Cc5ccncc5)C[C@@H]34)cc2)cc1	-20	-36	0	-8	11	-5[16.7 µM]	·	-4
COc1ccc(C(=O)Nc2nc(C)cs2)cc1S(=O)(=O)N1CCCC1	4	2	0	-3	-47	6	-1	·
C[C@H]1CN([C@@H](C)CO)C(=O)c2cc(NC(=O)C3CC3)ccc2O[C@H]1CN(C)C(=O)Nc1cccc2ccccc12	12	·	-1	16	5	-4[16.7 µM]	-8	8
O=C(N[C@H]1CC[C@@H](CCn2cc(Cc3ccccc3)nn2)O[C@@H]1CO)c1ccccn1	-12	1	-3	-5	1	·	2	-6
Cc1ccc(C(=O)NCC(=O)Nc2ccc(C)c(S(=O)(=O)Nc3ccc(Cl)cc3)c2)s1	·	20	-1	4	3	·	3	·
Cc1ccc(S(=O)(=O)N(C)/C(=N/S(=O)(=O)c2ccccc2)c2ccccc2)cc1	14	·	-3	-1	12	-3	·	-12
CN(C)c1ccc(C=c2c3ccccc3n3c2cc(-c2ccccc2)[n+]3C)cc1	91*	95*	19	-10	·	·	-12	·
Cc1cc(C)nc(NC(=O)C(c2ccccc2)c2ccccc2)n1	-5	·	0	6	1	-12	·	1
Cc1noc(C)c1S(=O)(=O)Nc1ccc2c(c1)CC(=O)N([C@@H](C)CO)C[C@@H](C)[C@@H](CN(C)C(=O)Nc1ccc3c(c1)OCO3)O2	-19	10	·	5	-3	2[16.7 µM]	·	0
O=C(NCCN1CCN(S(=O)(=O)c2ccc([N+](=O)[O-])cc2)CC1)C(=O)Nc1ccccc1	3	-8	2	1	-1	-12	8	0
Cc1ccc(OCCC(=O)OCC(=O)NCCc2ccccc2)cc1	-6	3	-2	-7	·	·	3	·
Cc1ccc(S(=O)(=O)N(C)C)cc1NC(=O)CN1CCN(Cc2ccccc2)CC1	-7	13	1	2	7	·	·	·
CN(C)C(=O)C[C@@H]1CC[C@@H](NC(=O)Nc2cccc(F)c2)[C@@H](CO)O1	-5	-6	1	5	-5	·	-13	-4
COc1ccc(CC(=O)OC(C)C(=O)Nc2ccc(Cl)cn2)cc1 (configuration not stated)	-19	-2	-1	-7	0	2	-3	2
CCN(CCn1cccn1)C(=O)C1CCC(=O)N(CCN2CCOCC2)C1 (configuration not stated)	7	1	-2	3	·	-1	-8	-3
CN[C@@H](CO)C(=O)NC[C@H]1O[C@@H](n2cc(C)c(=O)[nH]c2=O)C[C@@H]1O	-11	-3	-3	-4	8	-3	13	-2
CCN1[C@H](C(=O)NCC2CC2)[C@@H](CO)[C@@H]2Cn3c(ccc(-c4ccccc4OC)c3=O)[C@@H]21	-8	-13	1	-2	-5	-2[16.7 µM]	·	0
CC(C)(C)[S@@](=O)N1Cc2cc(C(=O)N3CCOCC3)nc(-c3cccc(-c4ccccc4F)c3)c2[C@H]1CCO	8	-9	4	2	-1	·	4	9
CC(Sc1nc(-c2ccccc2)cs1)C(=O)Nc1ccc(Cl)cn1 (configuration not stated)	3	-5	0	-1	·	·	4	·
Remaining list, next part.
SMILES	LGR2 inh	PAX8 inh HTS	CASP6 VEID inh	EWS-Fli inh	PGC1a acetyl inh	miR122 inh	FN deposit inh	Cneo AK release
Cc1cccc(Sc2ccc([N+](=O)[O-])cn2)c1	-12	-10	1	-5	3	·	5	·
O=C(NNc1nc2ccc(F)cc2s1)c1cccc(F)c1	-59	-20	0	17	·	2	8	·
CC1CCCC/C1=N\NC(=S)Nc1ccccc1 (configuration not stated)	-5	1	3	0	-1	2	1	-2
CN(C)CC(=O)N1[C@H](CO)[C@H](c2ccc(C#CC3CCCCC3)cc2)[C@@H]1C#N	-3	49	0	1	-42	·	19	·
CC(C)S(=O)(=O)c1csc(NC(=O)Nc2ccc(Cl)cc2)c1Cl	-7	-37	-2	-36	·	·	10	·
CCN(c1ccccc1)S(=O)(=O)c1ccc(C(=O)NCCCn2ccnc2)cc1	-7	6	-24	15	11	4	·	3
COc1cc(C)ccc1OCc1cc(C(=O)NCCN2CCOCC2)no1	-52	·	1	-68	0	-1	11	-2
CNC[C@H]1Oc2ccc(NC(=O)Cc3ccccc3)cc2C(=O)N([C@H](C)CO)C[C@H]1C	10	7	1	5	7	0[16.7 µM]	1	5
Cc1nc2c(ncn2-c2ccccc2)c(=O)n1NC(=O)CN1CCCC1	21	-3	0	7	·	·	4	·

Entries of single compounds, looked up by structure:
`CC1CCCC/C1=N\NC(=S)Nc1ccccc1` (configuration not stated) in the list: LGR2 inh = -5; PAX8 inh HTS = 1; CASP6 VEID inh = 3; EWS-Fli inh = 0; PGC1a acetyl inh = -1; miR122 inh = 2; FN deposit inh = 1; Cneo AK release = -2
`CNC[C@H]1Oc2ccc(NC(=O)Cc3ccccc3)cc2C(=O)N([C@H](C)CO)C[C@H]1C` in the list: LGR2 inh = 10; PAX8 inh HTS = 7; CASP6 VEID inh = 1; EWS-Fli inh = 5; PGC1a acetyl inh = 7; miR122 inh = 0[16.7 µM]; FN deposit inh = 1; Cneo AK release = 5
